Screening data (PubChem)
aSyn yeast rescue = alpha-synuclein toxicity suppression in yeast. S. cerevisiae alpha-synuclein toxicity rescue, BacTiter-Glo growth, 24 h. Potency, µM (doses to about 46.1 µM), without a hit: at the top dose growth rescue (activation), usual class: activators. 0.02% of 94,000 active; active means well fitted activation curve with a large enough effect; further: 0% is about no effect
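Growth restoration measured by BacTiter-Glo luminescence after 24 hr at 30 deg C; alpha-synuclein yeast, raffinose-pregrown to mid-log, were added at OD600=0.02 in galactose medium onto pinned compounds.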
The depositor's hits bear a star; & = joins results of further samples; [ ] = remark or other dose. Potency means the concentration at half of the fitted maximal effect.

SMILES	aSyn yeast rescue
COc1ccc(C(=O)Nc2ccc(-c3nc4cc(C)ccc4o3)c(O)c2)cc1	-4%
COc1ccc(CCNC(=O)Cn2c(=O)[nH]c3ccsc3c2=O)cc1OC	-11%
CCOc1ccc(-c2nc(CSCC(=O)N3CCN(C(=O)c4ccco4)CC3)c(C)o2)cc1	7%
O=C(Cn1ncc2c(=O)oc3ccccc3c21)N1CCN(c2ccc(Cl)cc2)CC1	-4%
COc1ccc2[nH]c3c(c2c1)CNCC3	-6%
Cn1c(=O)c2c(-c3ccccc3)n3c(c2n(C)c1=O)C(c1cc(Cl)ccc1O)Nc1ccccc1-3 (configuration not stated)	-2%
Cc1ccc2oc3c(c(=O)c2c1)C(c1ccccc1F)N(CCCN(C)C)C3=O (configuration not stated)	-2%
CC1(C)Cc2nc3oc4c(NCCCN5CCOCC5)ncnc4c3cc2CO1	-1%
Cc1cccn2c(=O)c3cc(C(=O)N4COCC4(C)C)n(Cc4ccccc4)c3nc12	-6%
O=C(c1cccnc1)C1CCCN(Cc2nc(Cc3ccccc3)no2)C1 (configuration not stated)	6%
CCCCN(C(=O)Nc1ccc(OCC)cc1)C1CCN(C(C)=O)CC1	-11%
Cc1ccccc1C1C=C(c2ccc(Cl)cc2)Nc2nnnn21 (configuration not stated)	-2%
CCOC(=O)c1ccc(NS(=O)(=O)c2cn(C)c(C)n2)cc1	-9%
COc1cc(NC(=O)c2ncn(-c3ccccc3)n2)cc(OC)c1	-2%
Cc1nc(Nc2ccc(S(=O)(=O)N3CCCC3)cc2)c2nnn(Cc3ccccc3)c2n1	4%
O=C1NC2(CCCC2)Oc2ccccc21	7%
CCC(=O)N1CCCc2cc(S(=O)(=O)N3CCC(C(=O)Nc4ccc(F)c(F)c4)CC3)ccc21	-14%
COc1cccc(CNC(=O)CCCn2ncn3c(cc4occc43)c2=O)c1OC	5%
CCc1cc(-c2nnn(CCC3COCCO3)c2C(C)(C)O)ccc1-c1cn(CCc2c[nH]c3ccccc23)nn1 (configuration not stated)	2%
CCOC(=O)N1CCN(S(=O)(=O)N2CCCC(C(=O)NCc3cccc(OC)c3)C2)CC1 (configuration not stated)	6%
Cc1ccc(-c2nnn(CC(=O)N(c3cnc4ccccc4c3)C(C(=O)NC3CCCC3)c3ccncc3)n2)o1 (configuration not stated)	-2%
O=S(=O)(Nc1ncccn1)c1ccc(NC(=S)NCc2cccnc2)cc1	-2%
Cc1ccc(C(=O)N2CCN(c3ccccn3)CC2)cc1	-7%
COc1ccc(CCNC(=O)COc2nncc3ccccc23)cc1	7%
O=C(CSc1nc2ccccc2c(=O)n1CCC(=O)NC1CCCCC1)Nc1ccccc1Cl	-10%

Part of the list above, reformatted.
Molecule | aSyn yeast rescue
Cc1cccn2c(=O)c3cc(C(=O)N4COCC4(C)C)n(Cc4ccccc4)c3nc12 | -6%
O=C(c1cccnc1)C1CCCN(Cc2nc(Cc3ccccc3)no2)C1 (configuration not stated) | 6%
CCCCN(C(=O)Nc1ccc(OCC)cc1)C1CCN(C(C)=O)CC1 | -11%
Cc1ccccc1C1C=C(c2ccc(Cl)cc2)Nc2nnnn21 (configuration not stated) | -2%
CCOC(=O)c1ccc(NS(=O)(=O)c2cn(C)c(C)n2)cc1 | -9%
COc1cc(NC(=O)c2ncn(-c3ccccc3)n2)cc(OC)c1 | -2%
Cc1nc(Nc2ccc(S(=O)(=O)N3CCCC3)cc2)c2nnn(Cc3ccccc3)c2n1 | 4%
O=C1NC2(CCCC2)Oc2ccccc21 | 7%
CCC(=O)N1CCCc2cc(S(=O)(=O)N3CCC(C(=O)Nc4ccc(F)c(F)c4)CC3)ccc21 | -14%
COc1cccc(CNC(=O)CCCn2ncn3c(cc4occc43)c2=O)c1OC | 5%
CCc1cc(-c2nnn(CCC3COCCO3)c2C(C)(C)O)ccc1-c1cn(CCc2c[nH]c3ccccc23)nn1 (configuration not stated) | 2%
CCOC(=O)N1CCN(S(=O)(=O)N2CCCC(C(=O)NCc3cccc(OC)c3)C2)CC1 (configuration not stated) | 6%
Cc1ccc(-c2nnn(CC(=O)N(c3cnc4ccccc4c3)C(C(=O)NC3CCCC3)c3ccncc3)n2)o1 (configuration not stated) | -2%
O=S(=O)(Nc1ncccn1)c1ccc(NC(=S)NCc2cccnc2)cc1 | -2%
Cc1ccc(C(=O)N2CCN(c3ccccn3)CC2)cc1 | -7%
COc1ccc(CCNC(=O)COc2nncc3ccccc23)cc1 | 7%
O=C(CSc1nc2ccccc2c(=O)n1CCC(=O)NC1CCCCC1)Nc1ccccc1Cl | -10%

Next structures:
SMILES	aSyn yeast rescue
Cc1ccc(NC(=O)Cn2nc(C(F)(F)F)c3c2CCC3)cc1C	7%
Cc1cccc(C(=O)Nc2sc3c(c2C(=O)Nc2ccccc2)CCC3)c1	-5%
O=C1C=CC(O)C2(CO)OC12 (configuration not stated)	-3%
CCN(C(=O)c1cc2c(=O)n3cccc(C)c3nc2s1)c1ccc(C)c(C)c1	-3%
Cc1c(C(=O)Nc2cccc(-c3nc4ccccc4s3)c2)oc2ccccc12	-14%
COC(=O)N(C)C[C@H]1OCc2cnnn2CCCC(=O)N([C@H](C)CO)C[C@H]1C	9%
Cc1ccc(S(=O)(=O)NCCNC(=O)c2ccc(C)nc2)cc1	5%
CC1=C(OC(=O)C(C)(C)C)C(C)(C)C(c2ccccc2)OC1=O (configuration not stated)	-32%[inhibitor]
Cc1cc(C)cc(NC(=O)CCN2C(=O)c3ccccc3Sc3ncccc32)c1	6%
O=C(NCCSCc1ccc(Cl)cc1)c1cccs1	-4%
Cc1cccc(OCc2nnc(SCC(=O)N3CCCCC3)o2)c1	2%
O=C1C=C(Nc2ccc(Cl)cc2)CC(c2ccccc2)C1 (configuration not stated)	-1%
CCOC(=O)C1CCN(C(c2ccc(C)cc2)c2c(O)cc(C)n(CCOC)c2=O)CC1 (configuration not stated)	1%
CCC(=O)N1CCc2cc(CNC(=O)c3ccc(OC)cc3)ccc21	-3%
NC(=O)CSc1ncc2c(n1)-c1ccccc1N(Cc1ccc(Cl)cc1)S2(=O)=O	1%
CCOC(=O)N1CCN(C(=O)c2ccc(NS(=O)(=O)c3ccc4[nH]c(=O)[nH]c4c3)cc2)CC1	0%
COc1ccccc1CCNC(=O)CN1C(=O)c2ccccc2S1(=O)=O	14%
Cn1c(=O)oc2cc(S(=O)(=O)NCCN3CCc4ccccc4C3)ccc21	-42%[inhibitor]
COc1cccc(N(CC(=O)N2CCN(Cc3ccccc3)CC2)S(C)(=O)=O)c1	-5%
Cc1ccc(NC(=O)C2CCN(C(=O)c3cnn(-c4ccccc4)c3-n3cccc3)CC2)cc1Cl	23%
CCn1c(C)nnc1SCC(=O)Nc1nccs1	9%
CS(=O)(=O)Nc1ccc(C(=O)NC2CCCCC2)cc1	0%
CCOc1ccccc1N1CC(C(=O)NCCC2=CCCCC2)CC1=O (configuration not stated)	4%
CCOc1ccc(C(=O)Nc2ccc3nc(Nc4cccc(C(F)(F)F)c4)cc(C)c3c2)cc1OCC	-25%
Cc1cc(C)c(NC(=O)c2sc3nc(C)cc(C)c3c2N)c(C)c1	4%
SMILES	aSyn yeast rescue
COc1cc(CSC)nc(-c2ccccc2)n1	1%
Nn1c(=S)[nH]nc(Cc2ccc(O)cc2)c1=O	-1%
CCc1ccccc1NC(=O)COc1ccc(N2CC(C(N)=O)CC2=O)cc1 (configuration not stated)	3%
CCCCn1c(N)c(N(CC(C)C)C(=O)c2cccc(OCc3ccccc3)c2)c(=O)[nH]c1=O	-9%
OCCSc1nc(N2CCOCC2)nc(N2CCOCC2)n1	1%
O=C1CN(C(=O)c2ccc(S(=O)(=O)N3CCCCC3)cc2)C(c2ccc(F)cc2)c2cc(Br)ccc2N1 (configuration not stated)	-1%
CC(C)(C)OC(=O)N1CCC(c2c(C(=O)N3CCN(c4ccccc4F)CC3)cnn2-c2ccccc2Cl)CC1	1%
Cc1cccc(S(=O)(=O)c2cn(C)c3cc(N4CCN(c5ccc(F)cc5)CC4)c(F)cc3c2=O)c1	-11%
COc1cc2c(cc1OC)n(CC(=O)c1ccc(F)cc1)c(=O)n1nc(CCn3nc(C)cc3C)nc21	-2%
CCCCNc1nc(Oc2ccc(=O)n(C)n2)nc(N2CCOCC2)n1	6%
COc1ccc(CCNC(=O)CCN2N=C(c3ccccc3)CCC2=O)cc1OC	-1%
CCOC(=O)C1CCCN(C(=O)Cn2ncc3c(C)n(Cc4ccc(F)cc4)c(C)c3c2=O)C1 (configuration not stated)	-2%
Cc1cccc(C)c1NC(=O)C1CCCN(S(=O)(=O)c2c(C)noc2/C=C/N(C)C)C1 (configuration not stated)	3%
Cc1ccc(CSCC(=O)Nc2cc(S(=O)(=O)N3CCOCC3)ccc2OC(C)C)cc1	11%
Cc1sc(NC(=O)c2ccco2)c(C(c2cccnc2)N2CCN(c3ccc(F)cc3)CC2)c1C (configuration not stated)	-9%
CC(C)CN(CCNC(=O)c1cc(-c2ccc(Cl)s2)nc2ccccc12)CC(C)C	-4%
CCc1nnc(NC(=O)CSc2nnc3c(n2)[nH]c2ccccc23)s1	0%
CCOC(=O)CC(=O)CSc1nc2ccccc2c(=O)n1CCc1ccc(S(N)(=O)=O)cc1	-6%
CCN(Cc1ccccc1)Cc1c(O)ccc2c(=O)c(-c3ccccc3Cl)c(C(F)(F)F)oc12	1%
Cc1ccc(S(=O)(=O)c2nnn3c2nc(NCc2cccs2)c2sccc23)cc1C	0%
CCCCNC(=O)c1c(C)oc2ncn(CC(C)C)c(=O)c12	-5%
COc1ccccc1C(=O)CSc1ccccn1	3%
CC(C)c1ccc(NC(=O)C2CCCN2S(=O)(=O)c2ccc3nc(-c4ccccc4)[nH]c3c2)cc1 (configuration not stated)	7%
Cc1ccc(-c2cc(C(F)(F)F)n3nc(C(=O)Nc4sc5c(c4C#N)CCC(C)C5)cc3n2)cc1 (configuration not stated)	2%
COc1ccc(CCNC(=O)C23CCC(C)(C(=O)C2Br)C3(C)C)cc1OC (configuration not stated)	4%
SMILES	aSyn yeast rescue
Cn1ncc(Br)c1N1C(=O)CCC1=O	12%
NNC(=O)c1cc(-c2cccs2)nc2ccccc12	-17%
Cc1ccccc1NC(=O)Cn1nnc(C(=O)NCc2ccco2)c1N	3%
Cc1ccc(-n2ncc3c(N4CCN(Cc5ccccc5)CC4)ncnc32)cc1C	9%
CCCCN(CC)CCCNC(=O)c1sc2nc(C)cc(C)c2c1-n1cccc1	8%
Cc1cc([N+](=O)[O-])nn1CC(=O)NCc1ccc(Cl)cc1	-9%
Cn1c(=O)n(Cc2ccccc2)c(=O)c2c1nc1n2CCCN1C1CCCCC1	-3%
CCC(C)NC(=O)CS(=O)(=O)Cc1nc(-c2cccc(OC)c2)oc1C (configuration not stated)	-2%
Cc1c(C(=O)c2ccc(F)cc2F)c2ccccn2c1CCc1ccccn1	11%
CCOc1ccc(C(=O)Nc2ccc(S(=O)(=O)N3CCCCC3c3cccnc3)cc2)cc1 (configuration not stated)	4%
COc1ccc(-c2nc3ccc(NS(C)(=O)=O)cc3o2)cc1	2%
Cc1ccc2c(Cl)c(Cc3ccccc3)c(=S)[nH]c2n1	10%
COc1ccc(NC(=O)Cn2c(=O)n(Cc3nc(-c4ccccc4)no3)c(=O)c3cc4c(cc32)OCO4)cc1Cl	1%
COc1ccc(COC(=O)c2cc([N+](=O)[O-])ccc2N2CCOCC2)cc1F	-46%[inhibitor]
CC(NS(=O)(=O)c1ccccc1)C(c1cccs1)N1CCOCC1 (configuration not stated)	6%
CCOC(=O)c1scc(-c2ccc(C)cc2)c1S(=O)(=O)Nc1cccc(CC)c1	-2%
Cc1ccc(C)c(S(=O)(=O)NC(C)CCc2ccccc2)c1 (configuration not stated)	14%
CCOc1ccc(NC(=S)NCCCN2CCN(c3ccc(OC)cc3)CC2)cc1	5%
CCOc1ccccc1CNC(=O)CCCn1c(=O)c2cccn2c2cccnc21	-7%
C[C@H]1CN([C@@H](C)CO)C(=O)CCCn2nncc2CO[C@H]1CN(C)S(=O)(=O)c1ccc(F)cc1	-1%
C/C(=N\Nc1ccc([N+](=O)[O-])cc1)c1ccc(C#N)cc1	-9%
COc1cc(CNCCSc2nnnn2C)ccc1OCc1ccccc1C	7%
O=C(NNC1CC(=O)N(c2ccc(Br)cc2)C1=O)c1ccco1 (configuration not stated)	-5%
COc1ccc(C2CC(c3cccs3)=NN2S(C)(=O)=O)cc1OC (configuration not stated)	3%
CCc1ccc(S(=O)(=O)c2cn(Cc3ccccc3)c3cc(N4CCCC4)c(F)cc3c2=O)cc1	4%
SMILES	aSyn yeast rescue
CN(C)S(=O)(=O)c1ccc(C(=O)NCc2ccc3[nH]c4c(c3c2)CCCC4)cc1	1%
CCC(C)C(NC(=O)C1CCC(=O)N1C(=O)OCc1ccccc1)C(=O)NC(C(=O)N1CCCC1C(N)=O)C(C)CC (configuration not stated)	2%
Cc1ccc(N(Cc2ccccc2)C(=O)c2cc(S(=O)(=O)N3CCOCC3)ccc2N2CCCC2)cc1	-16%
CC1=C(c2ccc(C)c(C)c2)S(=O)(=O)N(Cc2ccc(C(=O)Nc3cc(F)ccc3F)cc2)C1=O	12%
Cc1ccc(-n2c(C)nn(CC3CC3)c2=O)cc1	-4%
O=C(CSc1n[nH]c(=O)n1Cc1ccco1)N1CCOCC1	-7%
Cc1nn(CCCC(=O)NCc2ccc(F)cc2)c(=O)c2c1sc1ccccc12	-4%
COc1ccc(-n2nnnc2C2CCN(S(=O)(=O)c3cccc(Cl)c3C)CC2)cc1	7%
O=C(O)COc1ccccc1/C=N/NC(=O)CN1CCN(S(=O)(=O)c2ccc(Br)cc2)CC1	-4%
Cc1ccc(NC(=O)c2c(-c3ccccc3Cl)noc2C)nc1	-9%
CCc1ccc(C(=O)c2cn(CC(=O)Nc3cc(F)ccc3F)c3nc(C)ccc3c2=O)cc1	-15%
COc1ccc(OCCC(=O)OCC(=O)NCc2ccccc2)cc1	10%
O=C(c1ccc(Cl)cc1)N1CCCCC1CCN1CCOCC1 (configuration not stated)	-3%
Cc1ccc(-c2csc(NC(=O)c3ccccc3Cl)c2C(=O)O)cc1	5%
CCC(=O)N1CCc2cc(S(=O)(=O)CCC(=O)N3CCN(c4cccc(C)c4C)CC3)ccc21	1%
COc1ccc(S(=O)(=O)NCc2nc3nc(C)cc(C)n3n2)cc1OC	2%&-8%

Not all compounds are listed. The share of hits here may be higher or lower than overall.
